Bioassay records from PubChem BioAssay.
B2AR arrestin = qHTS assay of beta-arrestin-biased ligands of beta2-adrenergic receptor; Beta-2 adrenergic receptor (Homo sapiens), P07550; beta-arrestin recruitment to beta2AR, cell-based reporter; Potency, µM (titrated, usually from 46.1 µM), inactives show at the highest dose activation, hits mostly activators; actives 0.02% (n = 330,000);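 note: potency is the fitted concentration of half-maximal effect; 0% = DMSO controls and full agonism = EC100 isoproterenol or metaproterenol; nearly all actives have a fitted effect of over 65% in size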
uPA generation = qHTS for Inhibitors of Cell Surface uPA Generation; cell surface uPA generation assay, qHTS; Potency, µM (series often up to 38.3 µM), inactives show at the top dose activity change, negative = inhibition, usual class: inhibitors; actives 0.31% (n = 330,000); AID 540303, 2011; active = well fitted inhibition curve with a large enough effect; inconclusive = small, poorly fitted or top-dose-only effect; inactive = no such curve, though single readings can be large or run the other way; tested in mouse RAW 264.7 cells; note: potency is the fitted concentration of half-maximal effect; % is set by controls: 0 for no effect and ±100 for the full control effect; nearly all actives have a fitted effect of over 55% in size
BCR signal inh = qHTS Assay to Find Inhibitors of Chronic Active B-Cell Receptor Signaling | AID 493014, 2011 | ABC-DLBCL IkBa-CBG/CBR reporter, luminescence ratio, 4 h | Potency, µM (top dose mostly 46.1 µM), for inactives: top-dose ratio change, negative = lower green/red ratio, usual class: inhibitors | actives 0.05% (n = 340,000); active = well fitted inhibition curve with a large enough effect in the signal ratio, with a control signal flat, not every such curve was filed as active; inconclusive = small, poorly fitted or top-dose-only effect, or effect the other way, or a change in a side signal; the % refers to the signal ratio;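 note: potency is the fitted concentration of half-maximal effect; plate controls were basal doxycycline-induced cells for no effect and cells given 10 µM MG132 for full effect; MG132 reads +100%, hits lower the ratio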
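Doxycycline induced both beetle luciferases in TMD8 lymphoma cells; IKK-driven degradation limits the IkappaBalpha-fused green signal, while red luminescence normalises for cell number and nonspecific effects. Compounds tested up to 46 uM, 4 hrs.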
Tb PFK inh = qHTS Assay to Find Inhibitors of T. brucei phosphofructokinase; ATP-dependent 6-phosphofructokinase (Trypanosoma brucei brucei), O15648; T. brucei PFK, ADP-Glo luminescence; Potency, µM (titrated, usually from 57.5 µM), for inactives: at the highest dose activity, negative = inhibition, hits mostly inhibitors; actives 0.17% (n = 330,000); AID 485367, 2010;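 note: potency is the fitted concentration of half-maximal effect; 0% = uninhibited 1x PFK enzyme wells and -100% = no-enzyme wells; nearly all actives have a fitted effect of over 60% in size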
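Compounds were pin-transferred as a titration series up to 57 uM into substrate buffer (0.5 mM F6P, 0.1 mM ATP, pH 8.0), then 1.25 nM PFK was added and reactions ran 45 min before ADP-Glo detection.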
USP2a inh = qHTS Assay for Inhibitors of Ubiquitin-specific Protease USP2a Using CHOP2 as the Reporter; Ubiquitin carboxyl-terminal hydrolase 2 (Homo sapiens), O75604; USP2 core, Ub-CHOP2 coupled fluorogenic reporter, 485/531; Potency, µM (doses to about 38.3 µM), inactives show at the top dose activity change, negative = inhibition, hits mostly inhibitors; actives 0.01% (n = 330,000);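 note: potency is the fitted concentration of half-maximal effect; plate controls were DMSO wells for no effect and full inhibition by NEM control for full effect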
Target sequence (O75604 whole entry, looked up): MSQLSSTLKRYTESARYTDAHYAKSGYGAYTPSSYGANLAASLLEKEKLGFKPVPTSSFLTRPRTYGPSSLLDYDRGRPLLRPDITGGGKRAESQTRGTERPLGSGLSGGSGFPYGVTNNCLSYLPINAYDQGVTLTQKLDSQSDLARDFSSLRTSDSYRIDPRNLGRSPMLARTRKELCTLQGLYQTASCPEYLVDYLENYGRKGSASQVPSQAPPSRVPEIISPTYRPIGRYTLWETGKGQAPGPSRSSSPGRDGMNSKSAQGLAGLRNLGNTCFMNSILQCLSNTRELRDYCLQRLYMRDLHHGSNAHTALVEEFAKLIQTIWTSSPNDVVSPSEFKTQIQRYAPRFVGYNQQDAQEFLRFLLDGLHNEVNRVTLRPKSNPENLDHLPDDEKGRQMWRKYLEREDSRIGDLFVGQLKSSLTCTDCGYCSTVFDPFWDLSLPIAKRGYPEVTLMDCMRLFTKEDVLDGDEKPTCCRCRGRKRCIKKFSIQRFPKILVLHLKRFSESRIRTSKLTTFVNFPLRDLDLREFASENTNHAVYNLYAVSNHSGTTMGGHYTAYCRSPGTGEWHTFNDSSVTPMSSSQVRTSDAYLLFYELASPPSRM
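Deubiquitinase activity read as fluorescence (485/531 nm) after Ub-CHOP2 cleavage activates the enterokinase reporter on its substrate; USP2 core 10nM, Ub-CHOP2 and substrate 25nM each, 30min compound preincubation then 60min RT; data normalized to NEM, curves fitted.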
PTAP TSG101 blk = qHTS Assay for Iinhibitors of HIV-1 Budding by Blocking the Interaction of PTAP/TSG101. Tumor susceptibility gene 101 protein (Homo sapiens), Q99816. Fluorescence polarization, FITC-PTAP peptide / Tsg101 binding. Potency, µM (doses to about 115 µM), without a hit: at the top dose activity change, negative = inhibition, most hits filed as inhibitors. 340,000 tested, under 10 active. AID 493005, 2010; active = well fitted inhibition curve with a large enough effect in the main read-out, with a control signal flat, not every such curve was filed as active; inconclusive = small, poorly fitted or top-dose-only effect, or effect the other way, or a change in a side signal; inactive = no such curve, though single readings can be large or run the other way; note: potency is the fitted concentration of half-maximal effect; % of control where 0% means no effect
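Fluorescence anisotropy tracks displacement of a FITC-tagged PTAP peptide (50 nM) from the Tsg101 binding domain (10 uM), following a 20 min room-temperature incubation at pH 7.5.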
ELG1 DNA repair = qHTS screen for small molecules that inhibit ELG1-dependent DNA repair in human embryonic kidney (HEK293T) cells expressing luciferase-tagged ELG1; HEK293T ELG1-luciferase reporter, luminescence, 16 h; DNA damage induced by 5-fluorouridine; Potency, µM (top dose mostly 46.1 µM), for inactives: at the highest dose activity change, negative = inhibition, most hits filed as inhibitors; actives 2.3% (n = 330,000); AID 504467, 2011; note: potency is the fitted concentration of half-maximal effect; % is set by controls: 0 for no effect and ±100 for the full control effect; nearly all actives have a fitted effect of over 55% in size
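In this reporter screen, reduction of luminescence relative to DMSO vehicle indicated activity. Compounds and 5-fluorouridine were added together to 2,000 cells per well, incubated for 16 hr at 37 °C, then developed with ONE-Glo.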
TCR activator = Activators of T cell receptors: qHTS campaign; primary human leukocytes, anti-CD3, IL-2 HTRF, 48 h; 330,000 tested, under 10 active; AID 504894, 2011; Potency, µM (doses to about 9.22 µM), for the others: top-dose activation of IL-2 secretion, hits mostly activators; note: % of control where 0% means no effect
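Compounds are tested in HTS on primary human leukocytes co-incubated with a-CD3 beads for 48 hr. IL-2 output is measured by time-resolved FRET.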
Mito fusion act = qHTS Assay for Small Molecule Inhibitors of Mitochondrial Division or Activators of Mitochondrial Fusion | S. cerevisiae fusion-defective mutant growth rescue, CellTiterGlo 48 h | Potency, µM (series often up to 46.1 µM), without a hit: at the highest dose growth rescue (activation), actives largely listed as activators | actives 0.23% (n = 320,000) | AID 485298, 2010;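 note: potency is the fitted concentration of half-maximal effect; % of control where 0% means no effect; nearly all actives have a fitted effect of over 45% in size; temperature-sensitive fusion mutants such as fzo1-1 at 37 °C on non-fermentable ethanol glycerol medium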
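Compounds are tested for their ability to restore growth of mitochondrial fusion-defective yeast strains at non-permissive 37C in YPEG medium over 48 hours. Viability is quantified by luciferase luminescence.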
Eya2 inh = qHTS Assay for Inhibitors of the Phosphatase Activity of Eya2; Protein phosphatase EYA2 (Homo sapiens), O00167; recombinant Eya2, OMFP fluorescence dephosphorylation (OMFP is methylfluorescein phosphate); Potency, µM (titrated, usually from 76.9 µM), for inactives: at the highest dose activity, negative = inhibition, most hits filed as inhibitors; actives 0.006% (n = 330,000); note: potency is the fitted concentration of half-maximal effect; % is set by controls: 0 for no effect and ±100 for the full control effect
Target sequence (O00167 whole entry, looked up): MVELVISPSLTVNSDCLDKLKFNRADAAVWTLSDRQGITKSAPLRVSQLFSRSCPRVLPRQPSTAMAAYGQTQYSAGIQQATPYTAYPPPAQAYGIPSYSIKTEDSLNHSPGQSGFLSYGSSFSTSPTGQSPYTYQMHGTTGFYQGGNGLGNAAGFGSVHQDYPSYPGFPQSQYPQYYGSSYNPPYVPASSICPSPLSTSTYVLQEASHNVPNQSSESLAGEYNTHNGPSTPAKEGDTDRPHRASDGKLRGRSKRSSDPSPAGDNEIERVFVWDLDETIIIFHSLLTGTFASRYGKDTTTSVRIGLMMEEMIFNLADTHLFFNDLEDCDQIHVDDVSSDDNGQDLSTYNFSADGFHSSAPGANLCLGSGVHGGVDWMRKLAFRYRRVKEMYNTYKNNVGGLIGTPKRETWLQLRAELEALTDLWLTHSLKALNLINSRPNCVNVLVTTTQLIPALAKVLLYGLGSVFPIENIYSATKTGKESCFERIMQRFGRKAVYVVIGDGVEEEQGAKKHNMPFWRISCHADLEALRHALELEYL
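Eya2 protein (added as 0.2 uM solution) was preincubated with compound for 10 min at ambient temperature in 50 mM HEPES pH 7.5, 50 mM NaCl, 5 uM MgCl2, 0.05% BSA, 1 mM DTT. OMFP (added at 50 uM) then reacted 10 min; fluorescence read at 485/525 nm.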
TSHR antagonist = Antagonists of the Thyroid Stimulating Hormone Receptor: HTS campaign. actives 0.2% (n = 330,000). activity change, negative = inhibition, % at 11.5 µM. AID 504810, 2011. TSHR-expressing cells, TSH-stimulated cAMP HTRF, 2 h; active compounds read low. Thyrotropin receptor (Homo sapiens), P16473;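 active = activity change below a set negative limit, meaning inhibition stronger than a set level, cut at about -70% in these data; inconclusive = activity change between two set negative limits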; note: % is set by controls: 0 for no effect and ±100 for the full control effect
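Read-out is FRET at 665 nm (cryptate excitation 337 nm) from a cryptate-tagged anti-cAMP antibody, competed by cell cAMP against cAMP-d2. Compounds are tested on freshly harvested TSHR cells challenged with 4nM TSH (EC80) for 2 hours at 37 deg C.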
* hit, by the source's call; ? = inconclusive; . = not tested or not shown; [ ] = dose if it differs, or a comment. Unless noted, calls come from the whole dose curve; as a rule, active = well fitted curve in the direction sought with a large enough effect; inconclusive = small, poorly fitted or top-dose-only effect, or another doubt; inactive = no such curve, though single readings can be large; an effect the other way counts as inactive or inconclusive.

Order of values – B2AR arrestin, uPA generation, BCR signal inh, Tb PFK inh, USP2a inh, PTAP TSG101 blk, ELG1 DNA repair, TCR activator, Mito fusion act, Eya2 inh, TSHR antagonist
Cc1cc(NC(=O)CCC(=O)N(CCc2ccccc2)C(C(=O)NC2CCCC2)c2ccco2)no1 (configuration not stated)
    -1.1%, -4.7%, -0.6%, 0.0%, -1.7%, 0.6%, -13.6%, 1.8%, -0.2%, -16.8%, -7.8
COc1ccc(C)cc1-n1nnnc1SCc1csc(C)n1
    -0.1%, -1.1%, -5.3%, 3.6%, -3.7%, 1.1%, 15.6%, -0.5%, 1.8%, 15.3%, 0.6
CCO/N=C(\C)c1c(O)c2ccccc2n(C)c1=O
    -0.7%, 1.3%, -0.4%, 0.2%, 0.1%, -1.6%, -3.7%, -0.5%[46.1 µM], -4.4%, -0.3%, 0.3
Cn1nnnc1CCOCCc1nnnn1C
    -0.4%, 0.6%, 0.2%, 0.4%, 1.2%, -0.3%, 10.2%, -2.1%, 0.2%, 14.5%, -8.2
Cc1ccc(-c2n[nH]c(=S)n2/N=C/c2ccncc2)cc1
    0.1%, 6.3%, 0.6%, -13.3%, 1.1%, -0.6%, -12.9%, -2.2%, -1.9%, -7.0%, -0.4
Cc1ccc(C2=NNC(=Nc3ccc(F)cc3)SC2)cc1
    0.3%, -2.5%, ?, -1.0%, -1.3%, 0.2%, -3.1%, 3.8%, 8.4%, 7.4%, -5.5
COc1ccc(NC(=O)CN2C(=O)C(C)SC(C)C2=O)c(OC)c1 (configuration not stated)
    -0.5%, 1.3%, 6.7%, -0.3%, 0.8%, -0.1%, 26.0%, -2.8%[46.1 µM], -1.4%, ?, 10.2
CCc1ccc(/C=C2/Sc3ccccc3N(CC(=O)NCCCN3CCOCC3)C2=O)cc1
    0.1%, ?, ?, -2.4%, -16.8%, -1.8%, 24.2%, 1.2%, -13.1%, -8.4%, 26.6
CCCC12CN3CC(CCC)(CN(C1)C3c1ccco1)C2=O (configuration not stated)
    -0.1%, -0.8%, -4.2%, -0.4%, 0.1%, -0.2%, -14.6%, 4.3%, -3.9%, -1.0%, 0.8
N#Cc1c(NC(=O)CSc2nnc(-c3ccccc3)o2)sc2c1CCCC2
    -0.1%, ., ?, -8.1%, -1.4%, -5.8%, 11.1%, 0.7%, 0.5%, -3.3%, -23.3
CC(c1ccccn1)N(CCN(C)C)C(=S)Nc1ccccc1F (configuration not stated)
    -0.6%, ., 15.1%, -0.6%, -1.0%, 1.4%, 3.6%, -0.4%, -7.2%, -25.9%, -0.7
CCCc1cc(C(=O)Nc2nccs2)cs1
    0.5%, -25.3%, ?, 3.1%, 2.2%, ., ?, ., 10.3%, -2.7%, -2.1
C=CCn1c(SCC(N)=O)nnc1-c1cc(Br)ccc1O
    -0.1%, -2.4%, 0.4%, -1.9%, 0.9%, -5.5%, -17.0%, -1.5%, -0.5%, -1.0%, -6.4
CCOc1ccc(CN2C(=O)CCC2(C)C(=O)NCc2cccnc2)cc1 (configuration not stated)
    -0.3%, 10.7%, -6.6%, -1.2%, 0.5%, 2.4%, ?, 9.2%, -7.4%, -16.0%, 7.7
CCCC(CCC(=O)Nc1ccc(S(N)(=O)=O)cc1)C(=O)O (configuration not stated)
    -0.3%, -1.5%, ?, 1.1%, -1.0%, -4.7%, ?, ., -0.3%, 0.3%, -0.9
Cc1ccc(-c2nnn(CCC(=O)N3CCCCC3C)n2)cc1 (configuration not stated)
    0.2%, -0.5%, 5.2%, 3.0%, -0.7%, -2.4%, ?, -1.6%, 2.3%, -3.8%, 8.6
CC(C)CCNC(=O)NC(=O)COc1ncnc2sccc12
    0.3%, 15.8%, -1.5%, -3.6%, 4.5%, -9.2%, -1.3%, 0.9%, 0.3%, -19.7%, 11.0
O=C(c1cccc(-c2nnc(-c3ccccc3)o2)c1)N1CCCCCC1
    0.0%, ., ?, 7.7%, -0.8%, -5.1%, 19.0%, -2.0%, 7.8%, 6.7%, -11.6
COc1ccc(/C=N/N=C2\SC(CC(=O)O)C(=O)N2c2ccccc2)c(OC)c1 (configuration not stated)
    -0.2%, -0.2%, ?, 15.1%, 1.1%, -1.2%, 1.5%, -1.1%[46.1 µM], 0.0%, 3.0%, -7.5
COc1ccc(NC(=O)COC(=O)c2cc(C)oc2C)c([N+](=O)[O-])c1
    0.1%, 9.1%, 2.7%, -17.9%, -0.3%, -0.4%, 15.7%, ., -3.2%, 17.3%, 0.3
O=C(Nc1cccc(O)c1)c1cccc(C(=O)Nc2cccc(O)c2)c1
    0.2%, -6.4%, ?, 1.8%, -1.3%, -4.7%, -6.3%, ., -0.2%, -8.0%, -10.8
Cc1nc(-c2ccc([N+](=O)[O-])cc2)nc2[nH]ccc(=O)c12
    0.5%, -2.3%, 10.3%, -3.1%, 2.8%, -4.1%, ?, -3.4%, 4.1%, -4.3%, -1.5
CCOC(=O)C1=NNC2(CC(=O)N(c3cc(C)cc(C)c3)C2=O)C1 (configuration not stated)
    -0.6%, 4.5%, ?, -3.5%, 3.7%, -4.7%, 4.5%, -4.6%, 0.2%, -7.5%, 0.2
Cc1cccc(NC(=S)NCCN2CCOCC2)c1C
    2.4%, -2.9%, -3.6%, 4.8%, 1.8%, 1.8%, 12.5%, 1.7%[46.1 µM], -1.6%, 5.7%, 8.4
Cc1ccc(S(=O)(=O)Nc2ccccc2)cc1C(=O)N1CCCC1
    -0.5%, 2.5%, 1.6%, -1.1%, -0.2%, ., -9.6%, 5.9%, -0.8%, 17.4%, 0.4
Cc1cc(NC(=O)CSc2nnc(-c3ccccc3C)n2C)no1
    0.1%, -3.1%, 1.5%, -1.3%, -1.9%, -1.3%, 0.1%, 0.2%, -3.5%, 1.2%, -4.7
CN1CCN(C(c2cccc(C(F)(F)F)c2)c2nnnn2C(C)(C)C)CC1 (configuration not stated)
    -0.1%, -6.7%, 2.2%, 0.0%, 0.4%, -3.3%, 2.3%, 2.4%, -3.7%, 8.1%, 10.9
CC(Oc1ccc2ccc(=O)oc2c1)C(=O)NC(Cc1c[nH]c2ccc(O)cc12)C(=O)O (configuration not stated)
    0.2%, 0.7%, 7.6%, -6.7%, 1.6%, -2.3%, ?, -9.6%, -0.6%, -7.9%, -3.1
Nc1cc(C(=O)OCC(=O)NCc2ccc(F)cc2)ccc1Cl
    -0.3%, -0.5%, -0.7%, -3.4%, 1.7%, -3.5%, 16.5%, 1.7%[46.1 µM], -0.5%, 5.2%, 6.5
COCCNc1nc2c(c(=O)n(Cc3ccc(OC)cc3)c(=O)n2C)n1C
    -0.7%, 0.6%, -7.0%, -3.7%, -0.6%, -3.1%, -5.2%, -3.2%, -0.8%, 11.7%, -5.6
CCc1cccc(C)c1NC(=O)c1cc(C)oc1C
    0.4%, ., 0.3%, 1.7%, -0.3%, -3.9%, 5.8%, 0.3%, 12.9%, -5.8%, 0.7
N=c1c2c3c(sc2nc2n1CCCCC2)CCCCC3
    -1.2%, -8.3%, ?, -2.9%, -0.2%, -1.8%, ?, -1.6%, 1.1%, -7.3%, 10.5
COC(=O)c1c(NC(=O)COC(=O)CNC(=O)c2ccco2)sc(C)c1C
    0.1%, 7.1%, -0.3%, 9.0%, 5.5%, -1.4%, 5.4%, 1.2%[46.1 µM], 0.5%, 4.2%, -1.5
CCCOc1ccc(C(=O)NCC(C)(C)N2CCOCC2)cc1
    -0.9%, 3.7%, 0.8%, 9.5%, -1.7%, -1.8%, 7.9%, -2.2%, -2.8%, 1.5%, 0.3
